RPL19A-GFP yeast: alters RPL19A-GFP fluorescence in TOR pathway yeast screen; S. cerevisiae RPL19A-GFP strain, flow cytometry, 3 h; active compounds read low; percent response vs DMSO, % at 10 µM; 330,000 tested, 0.3% active; AID 2025;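 active = percent response vs DMSO below 50%; inconclusive = fewer than 70 events counted for the yeast strain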;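 also: median channel GFP fluorescence of the barcoded RPL19A-GFP strain; ratio of sample median GFP to plate DMSO average so 100% = DMSO; lower means less RPL19A-GFP as with rapamycin TOR inhibition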
MEP2-GFP yeast: yeast TOR pathway MEP2-GFP modulation. 330,000 tested, 0.51% active. S. cerevisiae MEP2-GFP strain, flow cytometry GFP, 3 h; 100% = DMSO control level. GFP response vs DMSO, % at 10 µM;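 active = GFP response versus DMSO above a set limit, roughly screen mean plus 3 SD, cut at about 180% in these data; inconclusive = fewer than 70 cells counted for a yeast strain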;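 also: median GFP fluorescence of the barcode-gated MEP2-GFP cells per well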
AHR act: human AHR activation. P35869. AHR-responsive luciferase reporter cells, luminescence. activation, % at 5 µM. 320,000 tested, 2.5% active. AID 2796; in the data active = activation above about 47%;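 also: 0% = vehicle wells and 100% = reference agonist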
LAP4-GFP MLPCN: modulators of TOR pathway LAP4-GFP in S. cerevisiae; S. cerevisiae LAP4-GFP multiplex, flow cytometry GFP, 3 h; median GFP as percent of DMSO wells; GFP response vs DMSO, % at 10 µM; 320,000 tested, 0.34% active; AID 2023;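 active = GFP response vs DMSO above a set limit, about the screen mean plus 3 SD, cut at about 150% in these data; inconclusive = under 70 cell events counted for the yeast strain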
GASC-1 inh: blocks human GASC-1 demethylase activity; Q9H3R0; GST-JMJD2C(1-420) H3K9me3 demethylation, DELFIA europium; inhibition, % at 2.35 µM; 330,000 tested, 0.069% active; AID 2099;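 active = more than half of a compound's replicate wells show inhibition beyond 50%, single wells judged on their own value; inconclusive = some, but no more than half, of replicates pass 50% inhibition; inactive = no replicate passes 50% inhibition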;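 also: signal counts dimethyl H3K9 product captured on neutravidin plate; 0% = median of DMSO wells and 100% = 0.3 times that DMSO median; strong numbers were not always called active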
Target sequence (Q9H3R0 1-420 limits assumed): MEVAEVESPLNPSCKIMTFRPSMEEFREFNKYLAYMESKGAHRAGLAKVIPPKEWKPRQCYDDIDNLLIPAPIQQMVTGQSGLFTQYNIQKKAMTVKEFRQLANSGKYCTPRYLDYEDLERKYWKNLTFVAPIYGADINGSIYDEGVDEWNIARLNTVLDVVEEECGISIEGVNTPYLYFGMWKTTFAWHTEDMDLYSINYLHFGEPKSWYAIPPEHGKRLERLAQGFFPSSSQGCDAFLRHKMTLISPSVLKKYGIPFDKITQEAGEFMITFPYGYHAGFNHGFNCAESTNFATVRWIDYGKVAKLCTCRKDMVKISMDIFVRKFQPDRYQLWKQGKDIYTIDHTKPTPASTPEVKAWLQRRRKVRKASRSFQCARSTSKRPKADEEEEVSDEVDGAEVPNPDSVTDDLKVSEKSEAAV
proCasp7 act: counter-screen for procaspase-3 activators: activators of human procaspase-7. P55210. AID 463210. recombinant procaspase-7, Ac-DEVD-pNA absorbance 405 nm; D23A/D198A/D206A triple mutant, cannot self-cleave; scale: DMSO 0, 5 µM enzyme 100. 330,000 tested, 0.093% active. activation, % at 8.5 µM;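 active = percent activation above the screen-wide mean plus 3 SD, cut at about 25% in these data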
Target sequence (P55210 whole entry D23A/D198A/D206A): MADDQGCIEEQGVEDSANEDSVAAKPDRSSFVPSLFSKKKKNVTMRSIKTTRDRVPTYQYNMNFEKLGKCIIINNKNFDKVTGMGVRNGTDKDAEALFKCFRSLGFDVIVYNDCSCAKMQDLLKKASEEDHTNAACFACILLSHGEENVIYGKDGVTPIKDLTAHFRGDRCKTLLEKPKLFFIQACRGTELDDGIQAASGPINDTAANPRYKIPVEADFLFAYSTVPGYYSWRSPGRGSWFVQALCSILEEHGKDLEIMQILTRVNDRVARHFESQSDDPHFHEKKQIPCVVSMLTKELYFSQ
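Replicates: singlicate. Assay system: Procaspase-7 triple mutant (PC-7 D3A). Signal: 405 nm absorbance of p-nitroaniline. Times: 1 h preincubation, 2 h reaction. Buffer or medium: Zinc-free HEPES pH 7.4 with 300 mM NaCl, 0.01% Triton X-100. Also added: DEVD-pNA substrate. Benchmarks: DMSO wells as 0%, DMSO with 5 µM added PC-7 as 100%.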
procasp3 activ: procaspase-3 (human) activation. AID 463141. activation, % at 8.5 µM. recombinant procaspase-3 D3A, Ac-DEVD-pNA absorbance 405 nm. 330,000 tested, 0.11% active. P42574;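 active = activation above the mean of all tested compounds plus 3 SD, cut at about 21% in these data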;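 also: 0% = DMSO alone and 100% = DMSO wells spiked with extra 5 µM PC-3 D3A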
Target sequence (P42574 whole entry D9A/D28A/D175A): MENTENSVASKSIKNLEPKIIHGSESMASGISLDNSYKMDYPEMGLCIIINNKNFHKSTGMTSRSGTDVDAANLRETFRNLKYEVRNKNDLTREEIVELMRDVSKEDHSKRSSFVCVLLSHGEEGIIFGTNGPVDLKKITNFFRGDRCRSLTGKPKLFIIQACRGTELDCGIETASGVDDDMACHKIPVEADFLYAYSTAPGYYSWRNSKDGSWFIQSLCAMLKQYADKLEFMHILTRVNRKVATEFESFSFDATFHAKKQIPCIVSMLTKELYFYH
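assay system = Procaspase-3 D3A mutant | signal = absorbance at 405 nm, 0 and 120 min | times = 1 h preincubation plus 2 h reaction at 25 °C | repeats = single replicate | read-out = % activation between DMSO and enzyme-spiked controls | medium = Zinc-free HEPES saline buffer with Triton X-100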
Yeast superoxide: lowers age-related superoxide in aged yeast cells; S. cerevisiae aged cells, superoxide DHE fluorescence; active compounds read low; superoxide response (% of plate mean), % at 10 µM; 330,000 tested, 0.18% active; AID 2690;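 active = superoxide response under a set limit, about three screen SD below normal, cut at about 65% in these data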;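 also: yeast aged for seven days with compound at 30 °C before DHE staining; 100% = average MFI of all compound-treated wells on the plate with controls excluded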
* hit, by the source's call.

CC(C)c1ccc(NC(=O)COC(=O)[C@@H]2CCCN2C(=O)c2cccs2)cc1 was read as RPL19A-GFP yeast 100, MEP2-GFP yeast 94, AHR act 1, LAP4-GFP MLPCN 101, GASC-1 inh 3, proCasp7 act 12, procasp3 activ 9 and Yeast superoxide 87.
`NC(N)=NS(=O)(=O)c1ccc(NC(=S)NC(=O)Cc2ccc(Cl)cc2)cc1` gave RPL19A-GFP yeast 81, MEP2-GFP yeast 77, AHR act 17, LAP4-GFP MLPCN 66, GASC-1 inh 0, proCasp7 act -9, procasp3 activ -1 and Yeast superoxide 85.
Screening COc1ccc(CC(=O)Nc2ccc(S(=O)(=O)NC(C)C)cc2)cc1 returned RPL19A-GFP yeast 101, MEP2-GFP yeast 112, AHR act -4, LAP4-GFP MLPCN 106, GASC-1 inh -4, proCasp7 act -3, procasp3 activ 2 and Yeast superoxide 83.
For COc1ccc(C(=O)NNC(=O)C23CC4CC(CC(C4)C2)C3)c(OC)c1 the results were RPL19A-GFP yeast 109, MEP2-GFP yeast 104, AHR act 47, LAP4-GFP MLPCN 98, GASC-1 inh -13, proCasp7 act -1, procasp3 activ 6 and Yeast superoxide 109.
For CCCC(=O)N(Cc1cc(=O)[nH]c2ccccc12)c1cccc(C)c1 the results were RPL19A-GFP yeast 97, MEP2-GFP yeast 104, AHR act 14, LAP4-GFP MLPCN 95, GASC-1 inh -5, proCasp7 act 11, procasp3 activ -4 and Yeast superoxide 99.
For COc1ccccc1NC(=O)CN1CCN(c2ccc(Cl)cc2)CC1 the results were RPL19A-GFP yeast 96, MEP2-GFP yeast 117, AHR act 4, LAP4-GFP MLPCN 102, GASC-1 inh -5, proCasp7 act -2, procasp3 activ 4 and Yeast superoxide 95.
For COc1ccc(C2=CC(=O)C[C@H](c3ccc(F)cc3)C2)c(F)c1F the results were RPL19A-GFP yeast 95, MEP2-GFP yeast 102, AHR act -1, LAP4-GFP MLPCN 102, GASC-1 inh -4, proCasp7 act 9, procasp3 activ 14 and Yeast superoxide 102.
For CCc1cc(=O)oc2cc(C)cc(OC(C)C(=O)NC3CCN(Cc4ccccc4)CC3)c12 (centres undefined) the results were RPL19A-GFP yeast 94, MEP2-GFP yeast 102, AHR act 1, LAP4-GFP MLPCN 98, GASC-1 inh inconclusive, proCasp7 act -2, procasp3 activ 7 and Yeast superoxide 85.
CCCCCn1c(Br)nc2c1c(=O)n(CC(N)=O)c(=O)n2C was read as RPL19A-GFP yeast 100, MEP2-GFP yeast 107, AHR act 0, LAP4-GFP MLPCN 98, GASC-1 inh -29, proCasp7 act 0, procasp3 activ 3 and Yeast superoxide 86.
`C=C(C)C1(O)OC(=O)C=C1OC` (centres undefined) gave RPL19A-GFP yeast 98, MEP2-GFP yeast 109, AHR act 1, LAP4-GFP MLPCN 106, GASC-1 inh 0, proCasp7 act 3, procasp3 activ 9 and Yeast superoxide 81.
Screening COc1cc(NC(=S)N2CCN(CCO)CC2)c(OC)cc1Cl returned RPL19A-GFP yeast 97, MEP2-GFP yeast 104, AHR act 8, LAP4-GFP MLPCN 89, GASC-1 inh 24, proCasp7 act -14, procasp3 activ -6 and Yeast superoxide 88.
For CC(C)c1ccccc1NC(=O)CNCCc1ccc(C(F)(F)F)cc1 the results were RPL19A-GFP yeast 95, MEP2-GFP yeast 99, AHR act -1, LAP4-GFP MLPCN 111, GASC-1 inh 8, proCasp7 act 10, procasp3 activ -3 and Yeast superoxide 99.
For OCCNc1nc(Nc2ccccc2C(F)(F)F)nc(N2CCCC2)n1 the results were RPL19A-GFP yeast 97, MEP2-GFP yeast 95, AHR act 11, LAP4-GFP MLPCN 127, GASC-1 inh 2, proCasp7 act 2, procasp3 activ 6 and Yeast superoxide 92.
CC(C)(C)c1ccc2c(c1)OC(C(=O)N/N=C\c1ccccn1)CO2 (centres undefined) was read as RPL19A-GFP yeast 104, MEP2-GFP yeast 127, AHR act 9, LAP4-GFP MLPCN 109, GASC-1 inh 8, proCasp7 act -8, procasp3 activ 3 and Yeast superoxide 105.
For O=C(Cc1c(F)cccc1Cl)OCC(=O)N1CCc2ccccc21 the results were RPL19A-GFP yeast 99, MEP2-GFP yeast 96, AHR act 5, LAP4-GFP MLPCN 109, GASC-1 inh -2, proCasp7 act 13, procasp3 activ 0 and Yeast superoxide 101.
`COc1cccc(CNS(=O)(=O)c2ccc3c(c2)CC(C)N3C(=O)C2CC2)c1` (centres undefined) gave RPL19A-GFP yeast 98, MEP2-GFP yeast 91, AHR act 1, LAP4-GFP MLPCN 99, GASC-1 inh -7, proCasp7 act 0, procasp3 activ 2 and Yeast superoxide 68.
For COc1ccc(SCCc2nnc(-c3ccccc3)o2)cc1 the results were RPL19A-GFP yeast 95, MEP2-GFP yeast 103, AHR act 2, LAP4-GFP MLPCN 127, GASC-1 inh -13, proCasp7 act 2, procasp3 activ -3 and Yeast superoxide 90.
`CCOc1ccccc1NC(=O)NC(C)c1ccncc1` (centres undefined) gave RPL19A-GFP yeast 99, MEP2-GFP yeast 103, AHR act 15, LAP4-GFP MLPCN 102, GASC-1 inh 3, proCasp7 act 4, procasp3 activ 0 and Yeast superoxide 119.
`CCCC(=NCC(=O)O)C1=C(O)C(C(=O)OC)C(C)(C)CC1=O` (centres undefined) gave RPL19A-GFP yeast 108, MEP2-GFP yeast 100, AHR act -2, LAP4-GFP MLPCN 97, GASC-1 inh -2, proCasp7 act 7, procasp3 activ -1 and Yeast superoxide 103.
Screening CC(C)N1CCN(Cc2ccsc2)CC1CCO (centres undefined) returned RPL19A-GFP yeast 98, MEP2-GFP yeast 104, AHR act 4, LAP4-GFP MLPCN 109, GASC-1 inh 5, proCasp7 act -7, procasp3 activ -6 and Yeast superoxide 100.

The final 2 compounds of the section above lead into the next:
`CCCC(=NCC(=O)O)C1=C(O)C(C(=O)OC)C(C)(C)CC1=O` (centres undefined) gave RPL19A-GFP yeast 108, MEP2-GFP yeast 100, AHR act -2, LAP4-GFP MLPCN 97, GASC-1 inh -2, proCasp7 act 7, procasp3 activ -1 and Yeast superoxide 103.
Screening CC(C)N1CCN(Cc2ccsc2)CC1CCO (centres undefined) returned RPL19A-GFP yeast 98, MEP2-GFP yeast 104, AHR act 4, LAP4-GFP MLPCN 109, GASC-1 inh 5, proCasp7 act -7, procasp3 activ -6 and Yeast superoxide 100.
`Cc1ccccc1-n1ncc2c1CC(C)(C)CC2NC(=O)CCCN1CCCC1=O` (centres undefined) gave RPL19A-GFP yeast 95, MEP2-GFP yeast 92, AHR act -1, LAP4-GFP MLPCN 94, GASC-1 inh -14, proCasp7 act 4, procasp3 activ 1 and Yeast superoxide 105.
For CCOCC(=O)Nc1c(C(=O)Nc2ccc3c(c2)OCO3)oc2ccccc12 the results were RPL19A-GFP yeast 99, MEP2-GFP yeast 101, AHR act 102*, LAP4-GFP MLPCN 106, GASC-1 inh -23, proCasp7 act 12, procasp3 activ -4 and Yeast superoxide 91.
O=C(CSc1nc(-c2ccc(F)cc2)cs1)N1CCN(C(=O)c2ccco2)CC1 was read as RPL19A-GFP yeast 96, MEP2-GFP yeast 101, AHR act 23, LAP4-GFP MLPCN 97, GASC-1 inh -7, proCasp7 act 4, procasp3 activ -3 and Yeast superoxide 95.
Cc1nn(-c2ccccc2)c2c1C(c1cccs1)C(C#N)=C(N)O2 (centres undefined) was read as RPL19A-GFP yeast 107, MEP2-GFP yeast 106, AHR act 55*, LAP4-GFP MLPCN 112, GASC-1 inh -12, proCasp7 act 5, procasp3 activ -1 and Yeast superoxide 94.
`CCC(C)c1c(O)nc(SCC(=O)c2ccccc2)[nH]c1=O` (centres undefined) gave RPL19A-GFP yeast 107, MEP2-GFP yeast 101, AHR act 4, LAP4-GFP MLPCN 104, GASC-1 inh 7, proCasp7 act -2, procasp3 activ -11 and Yeast superoxide 91.
Screening CCc1cc2cccc(C)c2nc1SCC(=O)N1CCN(C(=O)c2ccco2)CC1 returned RPL19A-GFP yeast 87, MEP2-GFP yeast 92, AHR act 13, LAP4-GFP MLPCN 112, GASC-1 inh -15, proCasp7 act -10, procasp3 activ -3 and Yeast superoxide 110.
For CCCOc1ccc(CNC(=O)Cc2cccs2)cc1 the results were RPL19A-GFP yeast 105, MEP2-GFP yeast 105, AHR act 12, LAP4-GFP MLPCN 97, GASC-1 inh -6, proCasp7 act 11, procasp3 activ 5 and Yeast superoxide 99.
Screening CC(=O)c1ccc(S(=O)(=O)N2CCN(C(=O)c3ccc(-n4cncn4)c([N+](=O)[O-])c3)CC2)cc1 returned RPL19A-GFP yeast 97, MEP2-GFP yeast 104, AHR act -2, LAP4-GFP MLPCN 96, GASC-1 inh 10, proCasp7 act -10, procasp3 activ 4 and Yeast superoxide 90.
O=C(N/N=C/c1ccc(O)cc1)c1cc(C23CC4CC(CC(C4)C2)C3)[nH]n1 was read as RPL19A-GFP yeast 97, MEP2-GFP yeast 101, AHR act 0, LAP4-GFP MLPCN 105, GASC-1 inh -5, proCasp7 act 0, procasp3 activ 5 and Yeast superoxide 91.
Screening CCN(C[C@H]1N[C@@](CC)(C(=O)OC)[C@H]2C(=O)N(Cc3ccccc3)C(=O)[C@@H]12)S(=O)(=O)c1ccc(OC(F)(F)F)cc1 returned RPL19A-GFP yeast 96, MEP2-GFP yeast 94, AHR act -1, LAP4-GFP MLPCN 99, proCasp7 act -3, procasp3 activ 8 and Yeast superoxide 92.
CCN(CC)c1ccc(NC(=O)c2cc3c(OC)cccc3[nH]2)cc1 was read as RPL19A-GFP yeast 99, MEP2-GFP yeast 102, AHR act -6, LAP4-GFP MLPCN 108, GASC-1 inh -3, proCasp7 act 3, procasp3 activ -4 and Yeast superoxide 117.
Cc1cc(C)c(C(=O)CSc2nnc(N)s2)cc1C was read as RPL19A-GFP yeast 101, MEP2-GFP yeast 104, AHR act 10, LAP4-GFP MLPCN 104, GASC-1 inh -7, proCasp7 act 5, procasp3 activ 0 and Yeast superoxide 108.
`Cc1ccccc1N1CCN(C2=NC(=O)/C(=C\c3cccs3)S2)CC1` gave RPL19A-GFP yeast 101, MEP2-GFP yeast 109, AHR act 11, LAP4-GFP MLPCN 112, GASC-1 inh -1, proCasp7 act -2, procasp3 activ 5 and Yeast superoxide 95.
Screening COCCCNC(=O)CN(CCc1ccccc1)S(=O)(=O)c1ccc(C)cc1 returned RPL19A-GFP yeast 103, MEP2-GFP yeast 103, AHR act 0, LAP4-GFP MLPCN 98, GASC-1 inh -26, proCasp7 act 10, procasp3 activ 4 and Yeast superoxide 83.
O=C(NC1CCCC1)c1ccc(CNc2c(N3CCOCC3)c(=O)c2=O)cc1 was read as RPL19A-GFP yeast 106, MEP2-GFP yeast 95, AHR act 0, LAP4-GFP MLPCN 100, GASC-1 inh -4, proCasp7 act -1, procasp3 activ -3 and Yeast superoxide 96.
`CCCCn1c(N)c(N(CC(C)C)C(=O)c2oc3ccc(OCC)cc3c2C)c(=O)[nH]c1=O` gave RPL19A-GFP yeast 108, MEP2-GFP yeast 109, AHR act 1, LAP4-GFP MLPCN 88, GASC-1 inh 59, proCasp7 act 11, procasp3 activ 3 and Yeast superoxide 98.
For CCCC(=O)Nc1nnc(/C=C/c2ccccc2)s1 the results were RPL19A-GFP yeast 103, MEP2-GFP yeast 122, AHR act 6, LAP4-GFP MLPCN 97, GASC-1 inh 1, proCasp7 act 17, procasp3 activ 7 and Yeast superoxide 98.

High-throughput results from PubChem BioAssay.
